Prostate diff = LNCaP prostate cell differentiation activation. actives 0.56% (n = 24,000). AID 795. side scatter shift, % at 10 µM. flow cytometry side scatter, 4 d;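 active = side scatter shift above 30%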;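 note: androgen-responsive LNCaP prostate cancer cells in charcoal-stripped serum medium; percent of cells past a gate set so DMSO wells show 10% shift; higher shift means more granular cells and more differentiation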
VLA-4 allo ag = allosterically activates the human VLA-4 integrin. Jurkat cells, LDV-FITC binding, flow cytometry. activation, % at 10 µM (by protocol). 24,000 tested, under 10 active. AID 528;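 active = fluorescent ligand binding to cells raised by more than 40% of the manganese-induced maximum; inconclusive = compound's own fluorescence above 85% of the ligand control signal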;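 note: 0% = ligand binding without compound and 100% = manganese-stimulated maximal binding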
Target sequence (P13612 whole entry, looked up): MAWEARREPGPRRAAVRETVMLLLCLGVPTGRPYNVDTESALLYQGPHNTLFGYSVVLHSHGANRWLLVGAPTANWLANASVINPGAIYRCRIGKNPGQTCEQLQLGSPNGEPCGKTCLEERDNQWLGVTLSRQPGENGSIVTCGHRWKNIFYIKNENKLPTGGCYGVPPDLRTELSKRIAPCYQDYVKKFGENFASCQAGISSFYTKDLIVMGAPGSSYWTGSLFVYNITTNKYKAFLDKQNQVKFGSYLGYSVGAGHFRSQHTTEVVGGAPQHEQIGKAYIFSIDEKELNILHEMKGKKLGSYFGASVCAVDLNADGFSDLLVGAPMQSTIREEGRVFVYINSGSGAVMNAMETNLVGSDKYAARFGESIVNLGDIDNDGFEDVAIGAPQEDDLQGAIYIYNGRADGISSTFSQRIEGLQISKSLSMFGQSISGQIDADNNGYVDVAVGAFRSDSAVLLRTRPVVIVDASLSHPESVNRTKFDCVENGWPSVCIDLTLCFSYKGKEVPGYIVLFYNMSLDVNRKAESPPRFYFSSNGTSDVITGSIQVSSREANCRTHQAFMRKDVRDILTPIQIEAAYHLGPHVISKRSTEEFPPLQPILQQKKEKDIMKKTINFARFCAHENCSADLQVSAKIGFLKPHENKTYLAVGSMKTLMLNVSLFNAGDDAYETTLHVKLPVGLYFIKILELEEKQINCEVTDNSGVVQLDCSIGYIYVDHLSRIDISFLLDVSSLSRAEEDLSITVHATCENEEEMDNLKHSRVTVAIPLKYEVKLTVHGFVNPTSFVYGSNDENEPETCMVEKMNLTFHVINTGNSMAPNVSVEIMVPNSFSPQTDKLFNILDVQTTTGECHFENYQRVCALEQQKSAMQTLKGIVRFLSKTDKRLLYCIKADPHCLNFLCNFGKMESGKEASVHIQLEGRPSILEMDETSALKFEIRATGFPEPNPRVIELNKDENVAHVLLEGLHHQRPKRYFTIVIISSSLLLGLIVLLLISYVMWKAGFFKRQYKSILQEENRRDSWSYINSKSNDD
VLA-4 antagonist = inhibitors of LDV-FITC ligand binding to Mn2+-activated human VLA-4 integrin; P13612; Jurkat cells, LDV-FITC binding with Mn2+, flow cytometry; 100% = Mn2+-driven binding gain fully reversed; inhibition, % at 10 µM (by protocol); actives 0.2% (n = 24,000); AID 529;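 active = inhibition above 50%; inconclusive = compound itself fluorescent, judged against control cell fluorescence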;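 note: 0% = Mn2+ stimulated cells lacking compound and 100% = ligand binding without Mn2+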
Autofluor Jurkat = compound fluoresces in Jurkat cells, VLA-4 screen interference; actives 0.61% (n = 24,000); fluorescence ratio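 (tested at 10 µM compound in the well)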; compound autofluorescence, flow cytometry; active compounds read high; 1 = vehicle-only cell background;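 active = fluorescence ratio above 2.44, which is 1 plus 3 SD of all ratios; inconclusive = signal too bright to measure linearly, ratio around 10 or more; inactive = fluorescence ratio below 2.44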;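 note: green fluorescence of cells measured with 488 nm excitation and 530 nm emission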
Active calls of the source: *; ? = inconclusive; / = not tested or not shown. A portion of the library (hit frequency here may not be typical).

SMILES	Prostate diff	VLA-4 allo ag	VLA-4 antagonist	Autofluor Jurkat
O=C(NCN1C(=O)C2C3C=CC(C3)C2C1=O)OC1CCCCC1 (stereo not drawn)	2	-3	-13	1
Cc1ccc(S(=O)(=O)N2CCC(C(=O)N3CCC[C@H]3C(=O)NCc3ccccc3)CC2)cc1	8	-2	-25	0.9
O=C1c2cccnc2-c2ncccc21	5	1	-3	0.95
Cc1ccc(S(=O)(=O)n2nc(OC(=O)c3ccco3)cc2N)cc1	10	?	?	1.1
CC(C)C(NS(=O)(=O)c1ccc2c(c1)oc(=O)n2C)C(=O)N1CCN(C2CCCCC2)CC1 (stereo not drawn)	8	0	7	1.1
CN(C(=O)c1ccc(=O)[nH]c1)C1(C(=O)NC2CCCCC2)CCCCC1	2	3	4	1.1
COc1cc(C(=O)N2CCC(c3nc(-c4cccnc4)no3)CC2)cc(OC)c1OC	11	-6	6	1.1
NS(=O)(=O)c1ccc(C(=O)O)cc1	4	-1	-18	1
CCn1ncc(Br)c1C(=O)Nc1cc(C)ccc1F	9	4	8	1
Cc1nc2ccc(S(=O)(=O)NCC(=O)NCc3ccc4c(c3)OCO4)cc2s1	7	2	-20	1
CC(C)N1CC23C=CC(O2)C(C(=O)OCc2ccccc2)C3C1=O (stereo not drawn)	3	-1	10	1
Cc1cccc(C)c1NC(=O)C(c1ccccc1)N1CCN(C(=O)c2ccco2)CC1 (stereo not drawn)	12	4	-29	0.94
Cc1ccc(Cn2nnc3c(=O)n(CC(=O)OCc4ccccc4)cnc32)cc1	9	-6	-3	1.2
N#CC1=C(N)Oc2c(ccc3cccnc23)C1c1cccnc1 (stereo not drawn)	7	-4	19	1
O=C(COc1ccc(S(=O)(=O)NC2CCCCC2)cc1)N1CCN(c2ccc(F)cc2)CC1	3	-5	-5	1.1
O=C(c1cccs1)N1CCN(C(=O)c2ccco2)c2ccccc2C1	16	4	-41	0.82
Cc1cccc(-n2ncc3c(NCc4cccs4)ncnc32)c1	7	-4	0	1.1
Cc1cc(C)n2cc(CSCc3ccco3)nc2n1	8	-6	6	0.97
COC(=O)Cn1ncn2c(cc3oc(C)cc32)c1=O	1	4	4	1.1
COc1cccc(N2CCN(Cc3nc(N)nc(Nc4ccccc4)n3)CC2)c1	11	8	-26	1
CCC(=O)Nc1ccc2nc(SCC(=O)N3CCCC3)sc2c1	15	6	-6	1
COc1cccc(OCC(=O)Nc2c(C(=O)Nc3ccc(OC)cc3OC)oc3ccccc23)c1	36*	1	-10	1.1
Cc1ccc(Cn2nnc3c(=O)n(CC(=O)N4CCCc5ccccc54)cnc32)cc1	5	-5	-1	1.1
CC(C)(O)c1cn(-c2nonc2N)nn1	/	4	1	0.98
COc1cc(NC(=O)c2ccc(NS(=O)(=O)c3c(C)noc3C)cc2)cc(OC)c1	3	-8	11	1

(next part)
SMILES	Prostate diff	VLA-4 allo ag	VLA-4 antagonist	Autofluor Jurkat
CN(C)S(=O)(=O)c1ccc2c(c1)C(CC(=O)O)OC2=O (stereo not drawn)	1	-2	-8	1
CC(C)C(=O)N1CCN(c2ccccc2N)CC1	15	-14	12	1.1
N#Cc1ccc(NC(=O)C2CC(c3ccc(F)cc3)=NO2)cc1 (stereo not drawn)	7	0	23	1
COc1ccccc1N1CCSC1C(N)=O (stereo not drawn)	8	-1	-13	1.1
O=C1CCCCCN1CSc1nc2ccccc2s1	3	-3	-24	0.93
COc1ccc(-n2c(C)cc(=O)c3c2CC(C)(C)CC3=O)cc1	6	9	-24	0.95
COC(=O)Cn1c(CN(Cc2ccccc2)Cc2ccccc2)nc2c1c(=O)[nH]c(=O)n2C	6	-10	-4	1.2
Cn1c(C(=O)N2CCN(C(=O)c3ccco3)CC2)cc2c(=O)n(C)c3ccccc3c21	4	3	2	0.94
CCOc1ccccc1NC(=O)c1cc(S(=O)(=O)N2CCC3(CC2)OCCO3)ccc1F	7	-1	8	1.1
Cn1c(=O)oc2cc(S(=O)(=O)Nc3ccc(Cl)cc3F)ccc21	3	?	?	0.87
CC(C)[N+]1(C)[C@@H]2CC[C@H]1CC(OC(=O)C(CO)c1ccccc1)C2 (stereo partly drawn)	4	16	-34	1
O=C(CCCCn1c(=O)c2ccccc2n(CC(=O)Nc2ccccc2)c1=O)NCc1ccco1	8	-8	1	1.1
FC(F)(F)c1nnc2sc(-c3cccs3)nn12	16	?	?	2.1
CC1(C(=O)NC2CCCCCCC2)CCC(=O)N1Cc1ccco1 (stereo not drawn)	10	-5	15	1.1
Cn1nc(-c2ccc(Cl)cc2)c2cc(C(=O)NCC3CCCO3)sc21 (stereo not drawn)	10	?	?	1.1
CC(=O)Oc1cc2c(C(=O)NCCCN3CCOCC3)c(C)oc2c2ccccc12	8	-3	14	0.99
CSc1nnc2n(CCc3ccccc3)c(=O)c3c4c(sc3n12)CCCC4	15	2	-10	1
CCc1cccc(Nc2cc(C)nc3ncnn23)c1	6	2	-3	0.98
O=C(O)CCC(=O)Nc1ccc(S(=O)(=O)Nc2nccs2)cc1	4	4	-10	0.98
CCn1cc(C(=O)NCc2ccco2)c(=O)c2cc(S(=O)(=O)N3CC(C)CC(C)C3)ccc21 (stereo not drawn)	17	-9	25	1.2
O=C(NC1CCCC1)c1ccc2nc[nH]c2c1	8	-6	-2	1.1
CC(C)NS(=O)(=O)c1cccc2nsnc12	11	-3	-10	1.1
CC1CCCCN1S(=O)(=O)c1ccc(C(=O)Nc2nnc(-c3cccs3)o2)cc1 (stereo not drawn)	17	5	5	1.1
O=C(NCc1cccnc1)c1nnc(Cc2ccc(F)cc2)o1	17	1	-6	0.99
CC1=C(C(=O)OC2CCCCCC2)C(c2ccc(C)o2)C2=C(CCCC2=O)N1 (stereo not drawn)	0	-1	-6	1.1

Continued:
SMILES	Prostate diff	VLA-4 allo ag	VLA-4 antagonist	Autofluor Jurkat
Cc1ccc(Cl)c(Nc2ccccc2C(=O)O)c1Cl	2	-2	-16	1.1
CCOCCCNC(=O)Cn1cc2c(n1)CCCC2	2	1	-6	1
CCCOC(=O)C1C2C=CC3(CN(c4ccc(Cl)c(F)c4)C(=O)C13)O2 (stereo not drawn)	7	3	-13	0.98
Cn1c(=O)c2ncn(CC(=O)NCCOc3ccc(C(C)(C)C)cc3)c2n(C)c1=O	5	1	-8	1
Cc1cccc(C)c1NC(=O)N1CCN(C2CCCCC2)CC1	9	3	-8	1
COc1cccc(-c2nc(CS(=O)CC(=O)NC3CCCC3)c(C)o2)c1 (stereo not drawn)	9	4	12	1.1
COC(=O)C1C(=O)C2=C(CC1C)NC(=O)CC2c1cccc(C)c1 (stereo not drawn)	20	?	?	1.1
O=C(NC1(C(F)(F)F)C(=O)Nc2c1c(=O)[nH]c(=O)n2Cc1ccco1)C1CCCCC1 (stereo not drawn)	10	-3	-6	0.99
Cc1ccc(-c2cc(C(=O)NCc3ccc4c(c3)OCO4)no2)cc1	11	0	-7	1
C=CCn1c(C)cc(C(=O)CSc2nc3ccccc3o2)c1C	5	-6	10	1.1
c1cncc(-c2nnc(SCCSc3nnc(-c4cccnc4)o3)o2)c1	12	0	-10	0.99
CC(C(=O)N1CC2(C)CC1CC(C)(C)C2)N1C(=O)c2ccccc2C1=O (stereo not drawn)	8	0	-4	0.96
CCOC(=O)C1CCN(c2cc(=O)n(-c3ccccc3Cl)c(=O)[nH]2)CC1	11	1	-15	1.1
CCC(=O)N1C(=O)CCN(C(C)=O)c2ccccc21	5	3	-10	1
Cc1ccc2[nH]c3c(c2c1)CN(C(=O)CN1CCN(c2cccc(C)c2C)CC1)CC3	14	6	-4	1.1
O=c1[nH]c2cc3c(cc2cc1C(c1nnnn1Cc1ccccc1)N1CCCc2ccccc21)OCO3 (stereo not drawn)	9	-2	-12	1.1
COc1ccc(N(CC(=O)Nc2ccc3c(c2)OCO3)S(=O)(=O)c2c(C)nn(C)c2C)cc1	11	-2	5	0.97
Cc1cccc(C)c1NC(=O)C1(N(Cc2ccco2)C(=O)CC2NC(=O)NC2=O)CCCCC1 (stereo not drawn)	2	1	6	0.99
CC1CCCc2sc3nc(NCc4ccco4)n4ncnc4c3c21 (stereo not drawn)	0	-5	8	1.1
CCN1C(=O)CSc2ccc(C(=O)NCc3ccco3)cc21	2	-1	3	0.98
COc1ccc(C2CC(=O)N3CN(c4ccc(C)c(Cl)c4)CSC3=C2C#N)cc1 (stereo not drawn)	13	-3	7	1.1
CCCCNC(=O)C1CC(=O)N(CCC(C)C)C1 (stereo not drawn)	0	-12	15	1.2
CCOC(=O)C(C)n1cnc2c(cnn2-c2ccc(Cl)cc2)c1=O (stereo not drawn)	6	-6	-16	1.1
CCCC(=O)N(c1ccc(OC)cc1)C1C=CS(=O)(=O)C1 (stereo not drawn)	2	3	4	1.1
Cn1c(C(=O)N2CCN(C(=O)c3ccco3)CC2)cc2c(=O)n3ccccc3nc21	9	-4	-8	1

More entries follow:
SMILES	Prostate diff	VLA-4 allo ag	VLA-4 antagonist	Autofluor Jurkat
Cc1cc(Cl)ccc1OCCCC(=O)N1CCOCC1	19	2	-10	1.1
O=C(NCc1cccs1)C1CCN(S(=O)(=O)N2CCCC2)CC1	8	-8	-23	1
COc1ccc(CCNC(=O)C2CCN(Cc3nc(-c4ccccc4F)oc3C)CC2)cc1OC	4	1	-1	1.1
O=C(COc1ccccc1)NCCn1ccc2ccccc21	11	?	?	1.1
O=C(Nc1cccnc1)C(Cc1ccccc1)n1cccc1 (stereo not drawn)	2	?	?	1
O=C(CSc1ncnc2c1oc1ccccc12)Nc1ccccc1F	5	3	-9	1.1
Cc1ccc(-c2nc(C(=O)NC3CCCCCC3)no2)cc1	3	4	-6	1
CCC(c1nnnn1C(C)(C)C)N1CCN(C2CCCC2)CC1 (stereo not drawn)	5	1	-16	1.1
Cc1ccc(CN2CC34C=CC(O3)C(C(=O)NCc3ccco3)C4C2=O)cc1 (stereo not drawn)	9	5	-13	1
COc1cc(C(=O)N2CCCC(c3nc(-c4cccs4)no3)C2)cc(OC)c1OC (stereo not drawn)	8	-5	8	0.99
O=C1N2CCSC2=NC1(NS(=O)(=O)c1ccccc1)C(F)(F)F (stereo not drawn)	12	5	?	1.1
CCOC(=O)N1CCN(S(=O)(=O)c2ccc(OCC)c3ccccc23)CC1	10	1	-29	1
COc1ccc2cc(C#N)c(NC(C)C)nc2c1	15	-4	6	1
COc1ccccc1C(=O)NCC(c1cccnc1)N(C)C (stereo not drawn)	9	1	-1	1
CCCn1c(CNS(=O)(=O)c2ccc(C)cc2)nc2ccccc21	15	3	-1	0.93
O=C(C(Cc1ccccc1)n1cccc1)N1CCCCCC1 (stereo not drawn)	8	-2	-1	1
CCN(CC)c1nc2cc(OC)ccc2cc1C#N	17	?	?	2
CCOc1ccc(C(=O)N(CN2CCCC2=O)c2ccccc2)cc1	14	3	8	0.89
N#Cc1cc2sc3nnc(-c4ccncc4)n3c2cc1C#N	14	0	-10	1
C=CCNC(=O)C1CCN(S(=O)(=O)CC)CC1	13	5	-4	1.1
O=C(CSc1ncn[nH]1)NC1CC2CCC1C2 (stereo not drawn)	10	2	-4	1.1
CCOC(=O)c1c(NC(=O)CSc2nnc(-c3ccc(OC)cc3)o2)sc2c1CCC2	7	-4	-8	1.1
CCn1cc(C2=NOC(C(=O)Nc3cc(C)nn3-c3ccccc3)C2)c(C)n1 (stereo not drawn)	11	-1	-3	1.1
O=C(COc1ccccc1O)Nc1ccc(Cl)cc1	5	-7	2	1.1
COc1ccc(NC(=O)C2CCCN(S(=O)(=O)c3cnc[nH]3)C2)cc1 (stereo not drawn)	14	-1	6	1.1

4 compounds from above, limited to Autofluor Jurkat and VLA-4 allo ag.
structure,Autofluor Jurkat,VLA-4 allo ag
Cc1cc(Cl)ccc1OCCCC(=O)N1CCOCC1,1.1,2
O=C(NCc1cccs1)C1CCN(S(=O)(=O)N2CCCC2)CC1,1,-8
COc1ccc(CCNC(=O)C2CCN(Cc3nc(-c4ccccc4F)oc3C)CC2)cc1OC,1.1,1
O=C(COc1ccccc1)NCCn1ccc2ccccc21,1.1,?

5 neighbouring compounds from above:
SMILES	Prostate diff	VLA-4 allo ag	VLA-4 antagonist	Autofluor Jurkat
O=C1N2CCSC2=NC1(NS(=O)(=O)c1ccccc1)C(F)(F)F (stereo not drawn)	12	5	?	1.1
CCOC(=O)N1CCN(S(=O)(=O)c2ccc(OCC)c3ccccc23)CC1	10	1	-29	1
COc1ccc2cc(C#N)c(NC(C)C)nc2c1	15	-4	6	1
COc1ccccc1C(=O)NCC(c1cccnc1)N(C)C (stereo not drawn)	9	1	-1	1
CCCn1c(CNS(=O)(=O)c2ccc(C)cc2)nc2ccccc21	15	3	-1	0.93

Further compounds
SMILES	Prostate diff	VLA-4 allo ag	VLA-4 antagonist	Autofluor Jurkat
COc1ccc(/C=N/n2c(=O)[nH]c3c([nH]c4ccc(C)cc43)c2=O)cc1CN1CCOCC1	8	-4	-18	1.1
O=S(=O)(c1ccccc1)N1CCN(S(=O)(=O)c2ccccc2)C1	5	-1	-7	1.1
O=C(O)C1CCN(c2ncccn2)CC1	6	2	-1	1.1
O=S(=O)(NCCc1ccncc1)c1cc(Br)ccc1F	10	-3	-3	0.98
CCS(=O)(=O)N1CCCC(C(=O)NCC2CCCO2)C1 (stereo not drawn)	5	0	11	1
O=C(Nc1ccccc1)N(CCN1CCOCC1)Cc1ccccc1F	9	7	-18	0.98

Compound activity (PubChem BioAssay)
